Thrombin inh = thrombin (human) inhibition | P00734 | alpha-thrombin, Boc-VPR-AMC fluorogenic substrate cleavage | inhibition, % at 5 µM | hit rate 0.26% among 220,000 | AID 1046;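 active = inhibition at or above 40%; inactive = inhibition below 40%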;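 also: 0% = enzyme with no compound and 100% = wells without enzyme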
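System – human alpha-thrombin · Medium – pH 7.5 Tris (50 mM) with NaCl 150 mM, Tween 20 0.05% · Compound – single-point dosing at 5 µM, 0.2% DMSO · Incubation – enzyme reaction carried out at room temperature · Technique – fluorescence of released AMC, ex 355 nm, em 460 nm · Read-out basis – % inhibition of thrombin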
p47phox inh = inhibitors of human p47phox binding. P14598. p47phox/p22phox peptide binding, fluorescence polarization, 2 h. inhibition, % at 24.7 µM. hit rate 0.53% among 220,000;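 also: 0% = p47phox with labelled peptide and 100% = labelled peptide alone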
14-3-3 Bad inh = disrupts binding of bovine 14-3-3 zeta to phospho-Bad peptide. P63103. TR-FRET 14-3-3zeta/Dy647-pBad peptide displacement, 1 h. inhibition, % at 21.7 µM. hit rate 0.71% among 220,000. AID 781;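 active = inhibition above about 70%, limit read from the data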;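 also: 0% = full 14-3-3 plus peptide FRET controls and 100% = background without 14-3-3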
Furin inhibitor = blocks human furin protease activity; P09958; purified furin, fluorogenic substrate cleavage; inhibition, % at 30 µM; hit rate 0.061% among 220,000; AID 463115; in the data active = inhibition above about 25%; also: inactives centre near -15
KLK5 inh = inhibitors of human kallikrein 5; Q9Y337; recombinant hK5, fluorogenic AMC substrate cleavage; inhibition, % at 5 µM; hit rate 0.59% among 210,000; AID 873;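 active = inhibition of 40% or more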;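 also: 0% = enzyme controls without compound and 100% = no-enzyme blanks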
eIF4E 4G PPI = eIF4E/eIF4G interaction inhibition in translation initiation. TR-FRET eIF4E-eIF4GI(517-606) binding, 2 h. inhibition, % at 21.7 µM. hit rate 0.37% among 220,000. P63073+Q04637;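 also: 0% = full FRET control wells and 100% = background wells lacking eIF4GI fragment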
EBV gp42 inh = inhibitors of Epstein-Barr virus glycoprotein 42. Q1HVG2. Fluorescence polarization binding assay, mP read-out. inhibition, % (tested at 21.74 µM). hit rate 0.42% among 220,000; in the data active = inhibition above about 50%
Rad51 HR inh = blocks human Rad51 in homologous recombination; hit rate 0.085% among 200,000; AID 1385; hRad51 DNA strand exchange, fluorescence dequenching; Q06609; inhibition, % at 10 µM;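 active = inhibition above 40% at the single screening dose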;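 also: 0% = DMSO control wells and 100% = blanks with heterologous ssDNA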
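Material: human Rad51–ssDNA filaments; Probe or stimulus: labelled 47-mer dsDNA for strand exchange; Doses: single 10 µM dose; Incubation: 37 °C 15-min filament assembly, 30-min compound preincubation, 15-min exchange; Technique: FRET fluorescence dequenching, excitation 485 nm, emission 520 nm; Measure: Fluorescence-based percent inhibition, control- and blank-normalised; Benchmarks: plate control and blank wells.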
KCC2 mod = modulators of human KCC2 chloride dependent transport; Q9H2X9; KCC2 cells, thallium flux FluoZin-2 fluorescence; B-score of Tl+ flux slope (higher = more flux/activation; lower = inhibition) at 10 µM; hit rate 2.2% among 190,000; AID 1456;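 active = thallium flux slope and its plate-corrected score both differing from the plate sample mean at a set confidence after two filtering rounds, in either direction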;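 also: slope of fluorescence scaled to starting intensity during 10 to 20 s after thallium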
Target sequence (Q9H2X9 whole entry, looked up): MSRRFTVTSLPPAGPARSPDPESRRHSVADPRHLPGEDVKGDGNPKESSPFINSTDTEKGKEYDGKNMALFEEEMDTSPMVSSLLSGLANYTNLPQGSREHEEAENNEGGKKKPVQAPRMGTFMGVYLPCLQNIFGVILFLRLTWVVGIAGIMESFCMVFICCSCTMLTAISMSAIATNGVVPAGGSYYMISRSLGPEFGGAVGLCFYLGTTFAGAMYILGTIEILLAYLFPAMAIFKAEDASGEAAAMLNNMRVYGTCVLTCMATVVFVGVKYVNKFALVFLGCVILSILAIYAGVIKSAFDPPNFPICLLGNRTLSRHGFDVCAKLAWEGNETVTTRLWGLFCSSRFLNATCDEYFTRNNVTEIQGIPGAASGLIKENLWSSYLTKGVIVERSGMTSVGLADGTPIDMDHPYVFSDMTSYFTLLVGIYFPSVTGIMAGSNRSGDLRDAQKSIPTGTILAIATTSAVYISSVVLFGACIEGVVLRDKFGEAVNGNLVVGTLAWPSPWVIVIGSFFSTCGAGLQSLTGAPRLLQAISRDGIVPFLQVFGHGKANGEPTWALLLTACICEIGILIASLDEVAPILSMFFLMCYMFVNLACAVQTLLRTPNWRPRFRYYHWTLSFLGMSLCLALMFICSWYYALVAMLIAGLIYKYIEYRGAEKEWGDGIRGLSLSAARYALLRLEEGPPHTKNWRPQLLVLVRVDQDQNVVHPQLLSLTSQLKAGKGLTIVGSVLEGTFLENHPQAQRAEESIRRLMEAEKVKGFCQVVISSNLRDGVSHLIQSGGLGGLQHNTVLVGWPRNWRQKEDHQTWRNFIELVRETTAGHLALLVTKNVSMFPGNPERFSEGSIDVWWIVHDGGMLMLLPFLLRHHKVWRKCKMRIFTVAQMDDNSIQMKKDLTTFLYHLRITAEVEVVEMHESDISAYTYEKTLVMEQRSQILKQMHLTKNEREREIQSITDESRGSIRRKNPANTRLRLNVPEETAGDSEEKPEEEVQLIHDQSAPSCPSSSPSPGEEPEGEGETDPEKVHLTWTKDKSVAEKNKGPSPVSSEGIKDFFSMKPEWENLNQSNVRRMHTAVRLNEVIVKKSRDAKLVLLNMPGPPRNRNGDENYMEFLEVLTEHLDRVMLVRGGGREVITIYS
The depositor's hits bear a star; . = not tested or not shown; [ ] = dose if it differs, or a comment.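 The calls were made as follows, unless noted: active = inhibition above about 30% (limit read from the data); inactive = the rest.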

SMILES | Thrombin inh | p47phox inh | 14-3-3 Bad inh | Furin inhibitor | KLK5 inh | eIF4E 4G PPI | EBV gp42 inh | Rad51 HR inh | KCC2 mod
CC(=O)Nc1ccc(NC(=O)C2CC(=O)N=C(N)S2)cc1 (centres undefined) | -3 | -3 | -6 | -7[20 µM] | 20 | 11 | 17 | . | -0.66
CCN(Cc1ccccc1)Cc1cc(OC)cc(OC)c1 | 6 | 6 | 28 | -10 | 4 | -1 | 9 | 5 | .
Cc1cccc(C)c1NC(=O)CSCc1cccc(CSCC(=O)Nc2c(C)cccc2C)n1 | 0 | -6 | 3 | -5[20 µM] | -1 | 1[fluorescence artefact?] | -18 | 4 | -0.14
CCOc1ccc(-n2cc(-c3ccccc3)c3c(=O)[nH]cnc32)cc1 | 0 | -8 | -7 | 2 | . | -5 | 10 | . | 1.1
COc1ccc(-n2cnc3cc(N)ccc32)cc1 | 0 | -13 | -11[fluorescence artefact?] | -17[20 µM] | -13 | 1 | -6 | -10 | .
CCOC(=O)c1c(N)sc2c1CCS(=O)(=O)C2 | 3 | 0 | -16 | -14 | 4 | 3 | -8 | 5 | .
COc1ccc(CC(=O)NCCC(C)C)cc1S(=O)(=O)N1CCOCC1 | -14 | -6 | -14 | -37 | 4 | 2 | -27 | 24 | -0.046
CCN(CC)CC(=O)N(CC(=O)Nc1c(C)cc(C)cc1C)C1CCCCC1 | -5 | -13 | 3[fluorescence artefact?] | -16 | 9 | -1[fluorescence artefact?] | -22 | -6 | 0.45
CC(C)(C)OC(=O)NNC(=O)Nc1ccccc1C(F)(F)F | -7 | -1 | 2 | -18 | -6 | 2 | 3 | -13 | 0.059
COc1ccc2nc(C)cc(N3CC(C)OC(C)C3)c2c1 (centres undefined) | 4 | -9 | 3 | -4 | -7 | -4 | -21 | 9 | -2.1
COc1cccc(NC(=O)CSC2=C(C#N)C(c3ccco3)C3=C(CCCC3=O)N2)c1 (centres undefined) | -9 | -14 | -17 | -17 | -24 | 0 | -5 | 0 | -3
N#Cc1cnn2c(-c3ccccc3)ccnc12 | 9 | -1 | -4 | -20[20 µM] | -76 | 2 | -3 | 0 | 0.012
Cc1nc(CC(=O)N2CCN(c3cccc(C)c3C)CC2)cs1 | -5 | -4 | 10 | -16 | 2 | -3[fluorescence artefact?] | -2 | 3 | .
O=C(c1ccco1)n1nc(-c2cccnc2)nc1NCc1ccco1 | 96* | -10 | -10 | -17 | 4 | -2 | -7 | 1 | -1.3
N#Cc1c(NC(=O)CSc2nc(N)cc(=O)[nH]2)sc2c1CCCC2 | -3 | -6 | -6 | -31 | -1 | -3 | -16 | -2 | 0.17
NC(=O)CSc1nnc(-c2cccs2)n1-c1ccccc1 | 4 | 4 | 14[fluorescence artefact?] | -14[20 µM] | 3 | -1 | -9 | 5 | -0.029
C=CCN(CC=C)S(=O)(=O)c1ncn[nH]1 | 5 | -12 | 3[fluorescence artefact?] | -28 | -39 | -3[fluorescence artefact?] | -6 | 7 | 0.29
CC1=NN(C(=O)c2ccc(C)cc2)C(O)(C(F)(F)OC(F)(F)F)C1 (centres undefined) | 4 | 0 | 3 | -16[20 µM] | -13 | 6 | 3 | -2 | 0.087
CCOC(=O)c1c(C)[nH]c(C)c1C(=O)CSc1nc2ccccc2c(=O)n1-c1ccc(CC)cc1 | -1 | -26 | -4 | -26 | -2 | 21 | -9 | -3 | 4*
CC(=O)Nc1ccc(NC(=O)C(C)OC(=O)C2CC3C=CC2C3)cc1 (centres undefined) | -3 | -12 | -1 | -18 | -2 | -1 | 2 | -8 | 0.3
C/C(=N\NC(=O)c1c[nH]c2ccccc12)c1ccco1 | 3 | -4 | -2 | -19[20 µM] | -27 | 4 | -16 | -10 | 0.063
CC(=C/c1ccccc1)/C=N/n1c(-c2ccco2)n[nH]c1=S | 3 | -7 | -7 | -23[20 µM] | 2 | 2[fluorescence artefact?] | 0 | 6 | .
Cc1cc(C)cc(NC(=O)C(NCC2CCCO2)c2ccccc2)c1 (centres undefined) | -5 | -9 | 28 | -13 | -23 | 6 | -16 | . | 0.89
FC(F)(F)c1cccc(Cc2noc(CN3C[C@@H]4CCC[C@H]3C4)n2)c1 | 5 | -25 | 1 | -20 | . | 7 | 0 | 0 | .
O=C(c1ccco1)N1CCN(Cc2cccc([N+](=O)[O-])c2)CC1 | -3 | -6 | 32 | -25 | -5 | -2 | 2 | 3 | .
The list goes on:
SMILES | Thrombin inh | p47phox inh | 14-3-3 Bad inh | Furin inhibitor | KLK5 inh | eIF4E 4G PPI | EBV gp42 inh | Rad51 HR inh | KCC2 mod
CN(CC(=O)NCc1ccncc1)S(=O)(=O)c1ccc2ccccc2c1 | . | 1 | -5 | -7 | 0 | -4 | -9 | 16 | -0.57
Nc1ccc2c(C(F)(F)F)cc(=O)oc2c1 | -11 | -2 | 2 | -22 | -104 | 15 | 21 | 0 | -0.45
Cc1nn(-c2ccccc2)c(C)c1/C=N/n1c(-c2ccccc2Br)n[nH]c1=S | -3 | -20 | -10 | -12 | -2 | -2 | -5 | 6 | 10*
CC1CCCCC1NC(=O)C1CCN(S(=O)(=O)N2CCOCC2)CC1 (centres undefined) | -4 | 7 | -7 | -16 | -6 | -1 | 2 | 3 | 0.98
C=CCNC(=O)C1CCN(S(=O)(=O)c2ccccc2)CC1 | 0 | -8 | -2 | -8 | -16 | 12[fluorescence artefact?] | -4 | -13 | .
Nc1nc(Cl)cc(Oc2ccccc2F)n1 | 2 | 5 | -1 | -22 | 4 | 0 | -11 | 28 | 0.44
NC(=O)C1(N2CCCCC2)CCN(C(=S)Nc2ccc(F)c(Cl)c2)CC1 | -4 | . | 0 | -36 | -9 | 0 | -3 | . | 0.31
Cc1cc(NC(=O)COC(=O)C2CCN(S(=O)(=O)c3ccc(Cl)cc3)CC2)no1 | 2 | -1 | -15 | -25 | -13 | 10 | -16 | -4 | 0.22
CCOC(=O)c1cnc2ccc(C)cc2c1OCc1cc(F)cc(F)c1 | -5 | -13 | 3 | -23[20 µM] | -9 | 10 | -14 | 0 | 0.18
CCOC(=O)c1cn(-c2ccccc2CO)c2c(F)c(F)c(F)cc2c1=O | 7 | -9 | 11 | -13[20 µM] | 7 | 14 | -28 | -5 | 0.55
COc1cc2c(cc1OC)CN(C(=O)c1cccc([N+](=O)[O-])c1)CC2 | -6 | 4 | 2 | -18 | -1 | -2 | -2 | . | -0.77
CC(C[N+](C)(C)C)OC(=O)C1(c2ccccc2)CCCC1 (centres undefined) | -4 | -8 | 3 | -13 | -3 | 1 | -40 | 3 | 0.49
O=C(COC(=O)COc1ccc(Nc2ccccc2)cc1)NCc1ccco1 | -3 | -9 | 3 | -14 | 3 | 0 | 10 | -4 | .
CCOc1ccc(C2Oc3nc(SC)nnc3-c3ccccc3N2C(C)=O)cc1OC (centres undefined) | -3 | -8 | -8 | -17 | -3 | -6 | -12 | -3 | -0.27
Cc1ccc(N2C(=O)CC2(C#N)c2ccc(OCc3ccccc3)cc2)cc1 (centres undefined) | -3 | -6 | -6 | -8[20 µM] | 6 | -5 | -4 | 1 | 0.28
C=CCOc1c2ccc(C(=O)NCCc3ccc(C)cc3)cc2nn1C | -4 | 8 | 3 | -11[20 µM] | 0 | 13 | -2 | 6 | 0.21
COc1ccccc1N(C)S(=O)(=O)c1ccc(C(=O)NC2CCCCCC2)cc1 | -13 | -5 | 1 | -15 | -1 | 2 | -13 | . | -0.25
N#CC1=C2N=C(N)c3c(sc4c3CCCCC4)N2C2=C(C(=O)CCC2)C1c1ccccc1 (centres undefined) | -4 | -42 | -55[fluorescence artefact?] | -3[20 µM] | -10 | -50 | 36 | -1 | -0.73
COC(=O)c1sc(SC)c(S(=O)(=O)C(C)C)c1N/N=C(\C#N)S(=O)(=O)c1ccccn1 | -6 | -4 | -12 | -4 | -2 | -1 | 4 | 19 | -0.17
CCOC(=O)N1CCN(C(=O)c2ccc(C)c(S(=O)(=O)Nc3cccc(C)c3C)c2)CC1 | -4 | -17 | 8 | -19[20 µM] | -1 | -1 | -14 | -4 | -0.33
NC(=O)c1ccc(-c2ccc(Br)cc2)o1 | -2 | -7 | 12 | -4 | -1 | 9 | -4 | -6 | -1
Cc1ccc(CNC(=O)CCC2CCCN(Cc3c(C)nn(C(C)C)c3C)C2)o1 (centres undefined) | -15 | -9 | -6 | -22 | -3 | 1 | -11 | 6 | .
Cc1ccnc(NS(=O)(=O)c2ccc(NS(=O)(=O)c3ccccc3)cc2)n1 | 1 | -8 | 6 | -25[20 µM] | -6 | 3[fluorescence artefact?] | -32 | -5 | -0.88
O=S(=O)(c1cccc2nsnc12)N1CCCC1 | -6 | 3 | -7 | -11 | 2 | -7 | -21 | . | 0.041

13 compounds out of the list, arranged by formula weight, high to low.
SMILES | Thrombin inh | p47phox inh | 14-3-3 Bad inh | Furin inhibitor | KLK5 inh | eIF4E 4G PPI | EBV gp42 inh | Rad51 HR inh | KCC2 mod
COC(=O)c1sc(SC)c(S(=O)(=O)C(C)C)c1N/N=C(\C#N)S(=O)(=O)c1ccccn1 | -6 | -4 | -12 | -4 | -2 | -1 | 4 | 19 | -0.17
CCOC(=O)N1CCN(C(=O)c2ccc(C)c(S(=O)(=O)Nc3cccc(C)c3C)c2)CC1 | -4 | -17 | 8 | -19[20 µM] | -1 | -1 | -14 | -4 | -0.33
Cc1nn(-c2ccccc2)c(C)c1/C=N/n1c(-c2ccccc2Br)n[nH]c1=S | -3 | -20 | -10 | -12 | -2 | -2 | -5 | 6 | 10*
Cc1ccnc(NS(=O)(=O)c2ccc(NS(=O)(=O)c3ccccc3)cc2)n1 | 1 | -8 | 6 | -25[20 µM] | -6 | 3[fluorescence artefact?] | -32 | -5 | -0.88
O=C(COC(=O)COc1ccc(Nc2ccccc2)cc1)NCc1ccco1 | -3 | -9 | 3 | -14 | 3 | 0 | 10 | -4 | .
CCOC(=O)c1cn(-c2ccccc2CO)c2c(F)c(F)c(F)cc2c1=O | 7 | -9 | 11 | -13[20 µM] | 7 | 14 | -28 | -5 | 0.55
CN(CC(=O)NCc1ccncc1)S(=O)(=O)c1ccc2ccccc2c1 | . | 1 | -5 | -7 | 0 | -4 | -9 | 16 | -0.57
Cc1ccc(N2C(=O)CC2(C#N)c2ccc(OCc3ccccc3)cc2)cc1 (centres undefined) | -3 | -6 | -6 | -8[20 µM] | 6 | -5 | -4 | 1 | 0.28
C=CCOc1c2ccc(C(=O)NCCc3ccc(C)cc3)cc2nn1C | -4 | 8 | 3 | -11[20 µM] | 0 | 13 | -2 | 6 | 0.21
COc1cc2c(cc1OC)CN(C(=O)c1cccc([N+](=O)[O-])c1)CC2 | -6 | 4 | 2 | -18 | -1 | -2 | -2 | . | -0.77
C=CCNC(=O)C1CCN(S(=O)(=O)c2ccccc2)CC1 | 0 | -8 | -2 | -8 | -16 | 12[fluorescence artefact?] | -4 | -13 | .
Nc1nc(Cl)cc(Oc2ccccc2F)n1 | 2 | 5 | -1 | -22 | 4 | 0 | -11 | 28 | 0.44
Nc1ccc2c(C(F)(F)F)cc(=O)oc2c1 | -11 | -2 | 2 | -22 | -104 | 15 | 21 | 0 | -0.45

Screens as filed in PubChem.
